GALK inh = blocks human galactokinase activity. Purified GALK, Kinase-Glo residual ATP luminescence. Potency, µM (series often up to 57.5 µM), without a hit: at the highest dose activity change, negative = inhibition, actives largely listed as inhibitors. 0.007% of 270,000 active; further: potency means the concentration at half of the fitted maximal effect; on the % scale 0 is the no-effect control and ±100 the full control effect
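ATP-depletion format; final 35 uM ATP, 100 uM D-galactose, 5 nM enzyme; pH 8.0 HEPES/Mg2+ buffer; 60 min RT; luminescence read 10 min after detection reagent.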
MLL CXXC-DNA inh = blocks binding of human MLL CXXC domain to DNA. 0.037% of 290,000 active. AID 2662. Potency, µM (highest dose often 115 µM), inactives show top-dose activity change, negative = inhibition, actives largely listed as inhibitors. MLL-CXXC / FITC-HOXA9 DNA fluorescence polarization. Q03164; active means well fitted inhibition curve with a large enough effect in the polarisation, with a control signal flat, not every such curve was filed as active; inconclusive means small, poorly fitted or top-dose-only effect, or effect the other way, or a change in a side signal; inactive means no such curve, though single readings can be large or run the other way; the % refers to the polarisation; further: potency means the concentration at half of the fitted maximal effect
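Steps: dispense CXXC domain solution (7 uM) → pin compounds or unlabeled HOX-A9 DNA control → 5 min ambient → add FLSN-HOX-A9 solution (50 nM) → spin → 30 min ambient → fluorescence polarization. Tris pH 7.5/NaCl/DTT/BSA buffer.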
hERG WT inh = inhibitors of human wildtype KCNH2 potassium channel | Q12809 | U2OS, BacMam KCNH2, thallium flux FluxOr; hits give low values | activity change, % at 1.84 µM | 0.37% of 340,000 active | AID 720551;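 active means maximum activity change below -70%; inconclusive means maximum activity change between -70% and -50%; inactive means maximum activity change above -50%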; further: on the % scale 0 is the no-effect control and ±100 the full control effect
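U2OS cells were transduced with wild-type KCNH2 virus (2.03 x 10^8 / mL) for 4 h at room temperature, then cultured overnight at 37 C. Thallium flux was read with FluxOr dye. Rate constants were normalized to DMSO controls.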
KCNH2 3.1 inh = blocks the human KCNH2 3.1 channel isoform; U2OS KCNH2 3.1, thallium flux FluxOr; hits give low values; activity change, % (tested at about 1.8 µM); 0.95% of 340,000 active; AID 720553;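 active means maximum activity change below -70%; inconclusive means maximum activity change from -70% to -50%; inactive means maximum activity change above -50%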;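 further: thallium influx rate constant from kinetic fluorescence after stimulation buffer; on the % scale 0 is the no-effect control and ±100 the full control effect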
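Thallium flux via FluxOr fluorescence (Red40 quencher, 45 min loading) in U2OS cells virally expressing the KCNH2 3.1 isoform (1.77 x 10^8 /mL virus, overnight at 37 C). Rate constants from 2-min kinetic reads post-stimulation, normalised to positive and negative controls.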
TRPV1 agonist = human TRPV1 agonism; Q8NER1; TRPV1-expressing cells, Fluo-8 calcium influx, agonist mode; activation, % at 8.33 µM; 0.19% of 320,000 active; in the data active means activation above about 80%; inconclusive means between about 30% and that limit; further: 0% is about no effect
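Cells expressing TRPV1 were dye-loaded with Fluo-8 and read kinetically: 10 s baseline, 3 min after compound (agonist portion), then 2 min after EC20 capsaicin (allosteric enhancer portion). Calcium-bound dye fluorescence at 480/520 nm.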
FBPA coupling cs = inhibits coupling enzyme system, counter-screen for aldolase hits; activity change, negative = inhibition, % at 58.2 µM, hits read low; 0.67% of 290,000 active; coupling enzyme system counterscreen, AmpLite Red fluorescence; in the data active means activity change below about -30%; further: on the % scale 0 is the no-effect control and ±100 the full control effect
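First, compound is pin-transferred into glyceraldehyde-3-phosphate coupling-enzyme reagent at 57.5 uM final and held 10 min at RT. Next, substrate, coupling system and AmpLite Red are added. After 20 min RT, fluorescence (525/598 nm) is read.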
ASM inhibitor = human S-ASM enzyme inhibition | P17405 | placental ASM, HMU-PC fluorogenic substrate, 60 min | Potency, µM (highest dose often 57.5 µM), for the others: at the highest dose activity change, negative = inhibition, most hits filed as inhibitors | 0.006% of 340,000 active; further: potency means the concentration at half of the fitted maximal effect
Target sequence (P17405 47-631 limits assumed): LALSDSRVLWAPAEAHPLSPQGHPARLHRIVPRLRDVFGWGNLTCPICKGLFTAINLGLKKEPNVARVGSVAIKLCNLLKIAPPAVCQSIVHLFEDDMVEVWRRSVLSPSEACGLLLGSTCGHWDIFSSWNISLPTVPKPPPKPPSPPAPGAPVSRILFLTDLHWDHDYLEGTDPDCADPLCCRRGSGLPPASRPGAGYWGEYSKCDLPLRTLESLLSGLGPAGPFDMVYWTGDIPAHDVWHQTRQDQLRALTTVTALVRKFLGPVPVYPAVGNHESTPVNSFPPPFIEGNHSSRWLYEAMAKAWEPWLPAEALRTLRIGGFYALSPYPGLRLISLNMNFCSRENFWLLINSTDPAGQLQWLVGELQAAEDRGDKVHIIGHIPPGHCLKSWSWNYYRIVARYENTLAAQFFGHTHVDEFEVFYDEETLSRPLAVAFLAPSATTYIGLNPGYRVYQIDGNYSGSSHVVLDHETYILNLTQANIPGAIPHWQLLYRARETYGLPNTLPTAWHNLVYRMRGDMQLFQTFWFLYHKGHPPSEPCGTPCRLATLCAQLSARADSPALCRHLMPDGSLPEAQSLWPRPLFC
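HMU-PC0 cleavage (9 uM final) by human placental ASM, 60 min at 37 °C following 10 min compound exposure at RT; stopped at pH 10, fluorescence Ex 386/Em 447 nm.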
a7 integrin act = activators of alpha7 integrin expression for muscular dystrophy | alpha7betagal myoblasts, beta-gal FDG fluorescence, 48 h | Potency, µM (highest dose often 38.3 µM), for the others: at the highest dose activation, usual class: activators | 0.064% of 350,000 active;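 further: potency means the concentration at half of the fitted maximal effect; 100% = response of the positive control SU9516; nearly all actives have a fitted effect of over 60% in size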
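Alpha7betagal+/- myoblasts (passage 13) were plated 16-24 hr, then exposed to compounds (1:260 dilution of DMSO stock) for 48 hours at 37C. After MPER lysis, β-galactosidase reporter activity was read as FDG fluorescence (ex 480/em 540) after 30 minutes.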
MBNL1 CUG block = MBNL1-poly(CUG) RNA binding inhibition | Q9NR56 | TR-FRET MBNL1-His/biotin-(CUG)12 binding, 665/545 ratio | Potency, µM (doses to about 57.5 µM), for inactives: top-dose activity change, negative = inhibition, most hits filed as inhibitors | 0.036% of 280,000 active | AID 2675; active means well fitted inhibition curve with a large enough effect in the signal ratio, with a control signal flat, not every such curve was filed as active; inconclusive means small, poorly fitted or top-dose-only effect, or effect the other way, or a change in a side signal; inactive means no such curve, though single readings can be large or run the other way; the % refers to the signal ratio; further: potency means the concentration at half of the fitted maximal effect; on the % scale 0 is the no-effect control and ±100 the full control effect
Target sequence (Q9NR56 whole entry, looked up): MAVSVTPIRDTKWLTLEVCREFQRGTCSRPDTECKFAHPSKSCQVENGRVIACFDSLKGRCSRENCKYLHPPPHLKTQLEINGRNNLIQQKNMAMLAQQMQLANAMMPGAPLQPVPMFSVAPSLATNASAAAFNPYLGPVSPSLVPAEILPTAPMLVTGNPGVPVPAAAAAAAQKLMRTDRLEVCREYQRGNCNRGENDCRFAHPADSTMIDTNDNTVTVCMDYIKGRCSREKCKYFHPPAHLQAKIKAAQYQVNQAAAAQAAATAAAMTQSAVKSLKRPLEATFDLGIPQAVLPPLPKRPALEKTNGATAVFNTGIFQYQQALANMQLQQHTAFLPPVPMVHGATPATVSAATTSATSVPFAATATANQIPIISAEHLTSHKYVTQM
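His-tagged MBNL1 binding to biotinylated (CUG)12 RNA was measured by TR-FRET using terbium anti-His antibody (0.055 ng/ul final) and streptavidin-XL665 (5 nM final). Compounds were titrated 92 nM to 58 uM; 60 min at room temperature.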
AT treatment = potential ataxia-telangiectasia treatment; AID 485349; 0.19% of 320,000 active; […] A-T fibroblasts, KAP-1 phosphorylation AlphaLISA; neocarzinostatin DNA damage 30 min before lysis; Potency, µM (highest dose often 57.5 µM), inactives show top-dose activation, actives largely listed as activators; further: potency means the concentration at half of the fitted maximal effect; % of control where 0% means no effect; nearly all actives have a fitted effect of over 45% in size
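ATM-like activity read as KAP-1 phosphorylation via AlphaLISA donor/acceptor antibody pairs after lysis and 6 hr at 25C. Cells were ATM-null patient fibroblasts ([…], hTERT), dosed 60 min, then exposed to the DSB inducer NCS for 30 min.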
Active calls of the source: *; ? = inconclusive; · = not tested or not shown; [ ] = dose if it differs, or a comment. Unless noted, the call rests on the fitted dose curve; in most records, active means well fitted curve in the direction sought with a large enough effect; inconclusive means small, poorly fitted or top-dose-only effect, or another doubt; inactive means no such curve, though single readings can be large; an effect the other way counts as inactive or inconclusive. Compounds as they come; about 2% have a hit in one of these screens.

SMILES | GALK inh | MLL CXXC-DNA inh | hERG WT inh | KCNH2 3.1 inh | TRPV1 agonist | FBPA coupling cs | ASM inhibitor | a7 integrin act | MBNL1 CUG block | AT treatment
O=C(O)C1CCCCC1C(=O)Nc1ccc(S(=O)(=O)N2CCOCC2)cc1 (stereo not given) | · | · | 5.6 | -2.6 | · | · | 9.6% | -13.8% | · | ·
CC1(C)CC(=O)C2=C(C1)OC(N)=C(C#N)[C@@H]2c1ccccc1[N+](=O)[O-] | 5.3% | 1.3% | 2.1 | 22.8 | 0.5 | -10.1 | 77.2%[activator] | 16.1% | 6.2% | -13.9%
Cc1ccccc1CC1(CO)CCCN(C(=O)c2cc(Cl)ccc2F)C1 (stereo not given) | 2.4% | 4.7% | -5.4 | -27.1 | 26.7 | 16.7 | 2.8% | -6.8% | 14.0% | 4.6%
CCOC(=O)c1csc(NC(=O)CSc2nnnn2-c2ccc(OC)c(OC)c2)n1 | 0.6% | 11.3% | -5.1 | 1.8 | 0.1 | 2.7 | 0.0% | -16.3% | -2.0% | -2.9%
CCOc1ccc(NC(=O)COC(=O)CC2CCCCC2)cc1 | · | · | -2.9 | 21.3 | 14.8 | · | -3.6% | -5.4% | · | -4.1%
CC1(C)CC(=O)C2=C(C1)OC(N)=C(C#N)C2c1cccc(OC(=O)c2ccco2)c1 (stereo not given) | 0.4% | 84.9%[activator] | -5.8 | -3.5 | -0.7 | -0.6 | -2.6% | -17.9% | -3.7% | -2.0%
S=C(Nc1ccc2c(c1)OCO2)Nc1ccccc1Cl | -0.3% | 5.5% | 4.5 | 14.4 | 0.8 | 1.0 | -1.6% | 14.9% | 6.0% | 8.6%
CCCCn1c(N)c(N(CC(C)C)C(=O)C2CCN(c3ncnc4sc(C)c(C)c34)CC2)c(=O)[nH]c1=O | · | · | -0.9 | 1.8 | -0.9 | · | -4.4% | -16.2% | · | -2.6%
CC(=O)Nc1sc(/C(C#N)=C\c2cccc(Cl)c2)nc1-c1ccc(C)cc1 | 0.8% | 14.9% | -45.7 | -70.3* | ? | -6.4 | 4.5% | -11.9% | · | 34.5%
COc1ccc(C(=O)NCc2nnc(SCC(=O)NO)n2Cc2ccccc2)cc1 | 0.9% | 0.7% | 3.5 | 6.5 | -0.5 | 1.7 | ? | ? | -6.7% | 1.3%
CCCCOc1ccc(/C=C(\C(=O)O)c2ccc(S(=O)(=O)N3CCCC3)s2)cc1 | · | · | -1.2 | -25.5 | · | · | -11.4% | -3.9% | · | 3.0%
NS(=O)(=O)c1ccc(CCNC(=O)COC(=O)C2CCC2)cc1 | 16.9% | -0.3% | -0.1 | -7.6 | 4.4 | -6.7 | -1.5% | 10.6% | -5.2% | 2.4%
COc1ccc(S(=O)(=O)NCCc2cn3nc(C)c(C)nc3n2)cc1C | -4.6% | 43.4%[activator] | -3.5 | 7.8 | -0.6 | · | 431.7%[activator] | -7.5% | ? | 10.1%
O=C(NCc1ccc2c(c1)OCO2)c1cc(F)c(F)cc1Cl | 2.4% | -0.3% | -3.7 | -10.5 | 2.2 | 1.8 | 0.4% | 9.4% | -4.6% | 10.9%
CN(CC(=O)Nc1c(Cl)cccc1Cl)C(=O)CC1OC(=O)c2ccccc21 (stereo not given) | · | · | 8.2 | 22.3 | 1.5 | · | 0.0% | -0.2% | · | -5.3%

Three entries already listed, sorted by their value in a7 integrin act, smallest number first.
| Molecule | a7 integrin act |
| --- | --- |
| O=C(O)C1CCCCC1C(=O)Nc1ccc(S(=O)(=O)N2CCOCC2)cc1 (stereo not given) | -13.8% |
| COc1ccc(S(=O)(=O)NCCc2cn3nc(C)c(C)nc3n2)cc1C | -7.5% |
| O=C(NCc1ccc2c(c1)OCO2)c1cc(F)c(F)cc1Cl | 9.4% |

Next part
SMILES | GALK inh | MLL CXXC-DNA inh | hERG WT inh | KCNH2 3.1 inh | TRPV1 agonist | FBPA coupling cs | ASM inhibitor | a7 integrin act | MBNL1 CUG block | AT treatment
COc1cccc(-n2cc(CNCc3c(C(=O)N(C)C)nc4ccc(Cl)cn34)cn2)c1 | 1.0% | 22.6% | -2.3 | -6.2 | 0.6 | 2.2 | 9.9% | -20.3% | -4.6% | -3.7%
CCN1C(=O)C2(C(C(=O)c3cc4ccccc4o3)=C(O)C(=O)N2CCCN(C)C)c2ccccc21 (stereo not given) | · | -5.4% | -4.0 | 3.9 | 1.5 | 1.4 | 1.1% | 1.8% | 102.9%[activator] | 0.9%
Cc1ccccc1NCC(=O)N/N=C/c1c[nH]c2ccccc12 | -2.1% | -0.8% | -3.4 | 16.6 | -2.5 | -8.8 | -4.0% | -25.3% | -4.2% | 4.9%
Cn1c(=O)c2c(nc(CN3CCN(c4ccccc4)CC3)n2CCCc2ccccc2)n(C)c1=O | · | · | 3.6 | -1.9 | · | · | -1.1% | -3.2% | · | ·
CC(=O)N1CCN(c2ccc(Oc3ncnc4sccc34)cc2)CC1 | 0.3% | -3.6% | -1.5 | 4.6 | 0.6 | 1.1 | -2.7% | 10.6% | 6.6% | 3.8%
CC(C)(C)OC(=O)N1CCCC(C(=O)Nc2cccc(C(=O)N3CCCC3)c2)C1 (stereo not given) | · | · | -12.1 | -30.0 | · | · | 2.5% | -2.7% | · | -1.8%
COC(=O)c1ccccc1NC(=O)COc1ccc(S(=O)(=O)NC(C)C)cc1 | 0.6% | 12.9% | -4.3 | -8.5 | 2.6 | -0.6 | 0.5% | -18.3% | -2.7% | -3.1%
CCOc1ccccc1NC(=O)NC1CCN(CC(=O)Nc2ccc3c(c2)OCCO3)CC1 | -1.6% | 6.2% | 5.4 | -7.6 | 0.7 | 0.9 | -1.8% | 14.7% | -5.5% | 2.9%
COC(=O)c1ccc(COc2ccc(C(=O)c3ccccc3)cc2)o1 | -0.6% | ? | -0.1 | 3.4 | 22.8 | 1.6 | -1.9% | 14.0% | 3.4% | -1.4%
O=C(c1ccc2c(c1)OCO2)C1CCCN(Cc2ccc(OC(F)F)cc2)C1 (stereo not given) | 0.5% | 3.8% | -8.3 | -93.7* | 20.2 | 2.3 | 4.0% | -24.9% | -20.2% | 7.3%
Cc1ccc(S(=O)(=O)CCC(=O)OCC(=O)c2c(C)[nH]c3ccccc23)cc1 | -2.0% | 2.4% | -5.4 | 2.7 | -6.1 | 0.1 | -0.8% | -10.2% | -3.7% | -4.6%
Cc1ccc(C(=O)N2CCN(S(=O)(=O)c3ccccc3)CC2)s1 | · | · | 8.5 | 4.7 | 4.9 | · | -0.5% | -13.4% | · | 4.0%
Cc1ccc(C)c(N)c1 | · | · | -1.4 | 7.5 | -5.1 | · | 6.4% | · | · | 8.0%
O=C(O)C1CCN(C(=O)CSc2nc3ccccc3s2)CC1 | 3.4% | -5.5% | 10.7 | -14.8 | -5.0 | -1.9 | 1.3% | 8.9% | · | 5.2%
CC(O)c1nc2ccc(C(=O)O)cc2[nH]1 (stereo not given) | 1.6% | -0.5% | 1.8 | 9.5 | 9.6 | 5.6 | -0.7% | -29.3% | -8.8% | 18.0%
CN(C)c1ccc(/C=C(/NC(=O)c2ccccc2)C(=O)N/N=C/c2ccc([N+](=O)[O-])c(O)c2)cc1 | 1.2% | -2.7% | 0.0 | -10.9 | -4.7 | -16.0 | -9.2% | 18.8% | ? | -7.2%
CCC(=O)N1C(C(=O)N2CCCC2)CSC1c1ccc(OC)cc1 (stereo not given) | · | 7.8% | -12.7 | -7.8 | -1.5 | 3.0 | 4.7% | 5.8% | -12.4% | -16.6%
CC(C)(/C=N/NC(=O)CSCc1ccc(Cl)cc1)CCC#N | -0.9% | -23.1% | -7.8 | 7.2 | 9.9 | 0.6 | -0.1% | -11.4% | -8.7% | -1.1%
CN(C)c1nccc(NCc2ccccc2)c1C#N | 0.0% | 1.3% | 6.6 | -4.9 | 6.5 | 0.9 | 6.1% | 11.6% | -7.5% | 5.6%
COc1ccc(CCNC(=O)CCC(=O)N2CC(C)Oc3ccc(Cl)cc32)cc1OC (stereo not given) | · | · | -3.4 | 15.4 | 1.6 | 2.5 | 2.0% | 4.0% | 1.3% | 7.2%
CC(CCc1ccccc1)NC(=O)C1CCN(S(=O)(=O)N2CCCCC2)CC1 (stereo not given) | 0.2% | -6.3% | 10.7 | 13.4 | 3.6 | 0.6 | -0.4% | 30.0% | 1.2% | -4.6%
CCN(C[C@H]1N[C@@](Cc2ccccc2)(C(=O)OC)[C@H]2C(=O)N(C)C(=O)[C@@H]12)C(=O)c1ccc(F)cc1 | · | · | -3.9 | 7.5 | · | · | 2.7% | -34.6% | · | 5.8%
O=C(NCC1CCN(S(=O)(=O)c2ccccc2)CC1)Nc1ccccc1 | · | -6.4% | 1.7 | 7.4 | -0.7 | 5.4 | 1.8% | -9.3% | -15.3% | 7.1%
COc1ccc(C)cc1N(C(=O)c1cccc(F)c1)c1nc2ccccc2s1 | 0.8% | -1.0% | 6.0 | 8.0 | -0.7 | -5.6 | 4.5% | 7.9% | -4.2% | 2.4%
